Bioassay records: PubChem, several laboratories
APP 5'UTR act = activators of APP 5'UTR luciferase reporter, primary screen, SH-SY5Y cells; SH-SY5Y APP 5'UTR luciferase reporter, luminescence; zero percent = DMSO vehicle wells; AID 1276, 2008; activation, % at 2 µM; actives 1% (n = 190,000);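 active means activation above a set limit, based on mean plus 3 SD of controls, cut at about 140% in these data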; further: values of inactives mirror those of a sister screen read the other way
NF-kB expr up = activators of NF-kB expression in neurons, primary screen, cell-based, HTS; human neuronal cells, NF-kB reporter expression; active compounds read high; fold change at 12.5 µM; actives 1.6% (n = 190,000); AID 1239, 2008; in the data active means fold change above about 3.3
TLR4 MyD88 comp = inhibitors of TLR4-MyD88 association in cells, primary screen, cell-based, HeLa CL3-4, BLA complementation, FRET ratio | HeLa CL3-4 TLR4/MyD88 BLA complementation | inhibition, % at 8.4 µM | Toll-like receptor 4 (Homo sapiens) + Myeloid differentiation primary response protein … | actives 0.18% (n = 200,000); in the data active means inhibition above about 25%;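 further: 0% = vehicle and 100% = reference inhibitor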
Target sequence (O00206 whole entry, looked up): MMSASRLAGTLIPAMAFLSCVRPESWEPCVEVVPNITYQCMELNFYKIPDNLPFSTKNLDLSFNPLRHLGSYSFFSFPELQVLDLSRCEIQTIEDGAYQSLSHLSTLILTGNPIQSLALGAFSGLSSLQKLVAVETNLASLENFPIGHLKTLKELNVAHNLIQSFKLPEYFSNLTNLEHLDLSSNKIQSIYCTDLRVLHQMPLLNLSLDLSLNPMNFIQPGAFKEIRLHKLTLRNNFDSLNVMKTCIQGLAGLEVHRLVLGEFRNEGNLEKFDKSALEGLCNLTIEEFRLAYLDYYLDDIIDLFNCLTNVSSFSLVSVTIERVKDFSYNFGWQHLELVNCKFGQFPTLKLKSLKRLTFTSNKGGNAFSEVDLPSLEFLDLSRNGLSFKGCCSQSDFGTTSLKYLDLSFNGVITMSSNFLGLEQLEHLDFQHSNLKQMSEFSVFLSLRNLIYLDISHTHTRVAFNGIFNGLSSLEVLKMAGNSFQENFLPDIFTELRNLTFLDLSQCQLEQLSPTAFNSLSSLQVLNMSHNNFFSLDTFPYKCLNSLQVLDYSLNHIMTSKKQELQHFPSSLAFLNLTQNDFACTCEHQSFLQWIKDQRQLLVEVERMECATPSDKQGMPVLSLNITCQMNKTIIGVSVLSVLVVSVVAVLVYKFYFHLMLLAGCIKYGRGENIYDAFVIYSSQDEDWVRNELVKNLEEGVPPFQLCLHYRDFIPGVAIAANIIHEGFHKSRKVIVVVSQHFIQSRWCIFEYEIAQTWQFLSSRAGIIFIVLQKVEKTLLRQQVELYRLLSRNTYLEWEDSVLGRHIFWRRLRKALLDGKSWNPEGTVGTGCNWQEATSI
Target sequence (Q99836 whole entry, looked up): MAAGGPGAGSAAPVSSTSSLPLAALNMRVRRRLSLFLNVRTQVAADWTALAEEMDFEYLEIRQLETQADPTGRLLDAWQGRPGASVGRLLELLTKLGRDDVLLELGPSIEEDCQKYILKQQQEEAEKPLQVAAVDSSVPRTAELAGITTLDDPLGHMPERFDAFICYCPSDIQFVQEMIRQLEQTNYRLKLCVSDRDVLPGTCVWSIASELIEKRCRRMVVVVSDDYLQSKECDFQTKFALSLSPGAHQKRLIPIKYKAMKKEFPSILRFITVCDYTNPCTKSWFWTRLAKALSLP
DTT redox prof = compounds producing H2O2 with reducing agent – biochemical, NIH compound library profiling, artefact control for MLSCN library redox annotation, primary screen; DTT-dependent redox cycling H2O2, phenol red/HRP absorbance; 100% = 100 µM peroxide control, 0% = buffer; activation, % at 10 µM; actives 0.03% (n = 200,000);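 active means activation of at least 50% relative to the plate's high and low controls in the primary single-dose screen; inactive means activation below 50%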;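 further: compound incubated with DTT at 0.8 mM final as the reducing agent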
STAT3 blocker = IL-6 driven STAT3 reporter inhibitors, primary screen, U3A cells, luciferase, luminescence, MLSCN library; IL-6 STAT3-luciferase reporter; host cell line lacks STAT1; inhibition, % at 5.5 µM; actives 0.89% (n = 190,000); AID 862, 2007;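 active means inhibition above the mean inhibition across all screened compounds plus 3 SD, cut at about 44% in these data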;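 further: 0% = DMSO only wells and 100% = 100 µM nifuroxazide control wells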
Efa HMGR inh = inhibitors of E. faecalis class II HMGR, primary screen, biochemical, Enterococcus faecalis. HMG-CoA reductase (Enterococcus faecalis, mvaE). purified E. faecalis HMGR, NADPH absorbance 340 nm kinetic. inhibition, % at 10 µM. actives 0.41% (n = 190,000). AID 1066, 2008;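 active means inhibition above a set limit, the median over all tested compounds plus 3 SD, cut at about 9.5% in these data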;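 further: enzyme runs in reverse so mevalonate oxidation gives rising NADPH absorbance; 0% = complete reaction with DMSO and 100% = background rate lacking mevalonate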
STAT1 activator = STAT1 signaling activators, primary screen, cell-based, HTS, luciferase reporter. NIH 3T3 STAT1-luciferase reporter, IFN-gamma, luminescence; 100% = IFN-gamma alone, no compound. activation (% of control), % at 5.5 µM. actives 2.6% (n = 200,000). AID 932, 2007;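 active means activation above the screen-wide mean activation plus 3 SD, cut at about 130% in these data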;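 further: raw ratio to IFN-gamma control signal so 100% means no change and 0% no light; values of inactives mirror those of a sister screen read the other way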
STAT1 inh = STAT1 signaling inhibitors, primary screen, cell-based, HTS, luciferase reporter | inhibition, % at 5.5 µM | AID 920, 2007 | actives 0.35% (n = 200,000) | NIH 3T3 STAT1-luciferase reporter, IFN-gamma, luminescence;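 active means inhibition above a set limit, the mean inhibition across all tested compounds plus 3 SD, cut at about 34% in these data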;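 further: 0% = IFN-gamma with DMSO and 100% = IFN-gamma with 300 µM nifuroxazide; values of inactives mirror those of a sister screen read the other way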
Hsp70 activator = Hsp70 transcriptional activators, primary screen, cell-based, HeLa, Hsp70 promoter luciferase, luminescence, 10 µM. HeLa Hsp70 promoter luciferase reporter; scaled: vehicle 0, proteasome-inhibitor control 100%. activation, % at 10 µM. actives 0.04% (n = 200,000);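 active means activation above the mean across all tested compounds plus 3 SD, cutoff set per campaign, cut at about 5.5% in these data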;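 further: 100% = MG132 at 30 µM as the positive control and 0% = DMSO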
STAT3 activator = IL-6 driven STAT3 reporter potentiators, primary screen, U3A cells, luciferase, luminescence, MLSCN library; IL-6 STAT3-luciferase reporter; 100% = signal with IL-6 EC80 alone; actives 0.91% (n = 190,000); AID 871, 2007; activation (% of control), % at 5.6 µM;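 active means activation above the screen-wide mean of compound activation plus 3 SD, cut at about 130% in these data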;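 further: 0% = background luminescence of wells with medium and substrate only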
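Material: STAT3-luciferase reporter U3A cells; Probe or stimulus: IL-6 (33 ng/mL); Incubation: compound pre-incubation 1 h before IL-6, then 6 h stimulation at 37 °C; Technique: luminescence from STAT3-driven luciferase reporter; Evaluation: % activation versus median of IL-6-stimulated wells; Controls: IL-6-only high control.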
The depositor's hits bear a star; . = not tested or not shown; & = joins results of further samples.

SMILES | APP 5'UTR act | NF-kB expr up | TLR4 MyD88 comp | DTT redox prof | STAT3 blocker | Efa HMGR inh | STAT1 activator | STAT1 inh | Hsp70 activator | STAT3 activator
N=C1C(c2ccccc2)=C(O)CN1CCO | 5 | 0.87 | -15 | 0.1 | 6 | 0 | 107 | -10 | 0.1 | 100
CCOc1ccc(NC(=O)CC2C(=O)N(c3ccccc3)C(=O)N2Cc2ccco2)cc1 (configuration not stated) | -7 | 0.86 | 9 | -0.6 | 8 | -4 | 103 | -5 | 0.1 | 97
Cc1cc(C)c(NC(=O)CN2CCC(NC(=O)NC3CCCCC3)CC2)c(C)c1 | -20 | 1.1 | 0 | -0.2 | 5 | -1 | 96 | 2 | -0.2 | 97
COc1ccc(C(=O)NC(=S)Nc2ccc(CN3CCCCC3)cc2)cc1Cl | -5 | 0.8 | -6 | -0.2 | -3 | -3 | 111 | -14 | -0.3 | 104
CN(Cc1nc2ccccc2n1C)S(=O)(=O)c1ccc(F)cc1 | -1 | 0.9 | 3 | -1.5 | 10 | 0 | 96 | 4 | -0.6 | 93
COc1cccc(/C=N\NC(=O)c2ccc(Cn3cc(Br)c([N+](=O)[O-])n3)o2)c1O | -43 | 1.2 | 5 | -0.7 | 5 | -3 | 110 | -13 | -0.2 | 97
Cc1cc(C)n(-c2ccc(C(=O)Nc3nnc(C)s3)cc2)n1 | 8 | 1.2 | -9 | -0.3 | 24 | -8 | 99 | -5 | 0.1 | 80
CCCOc1ccc(-c2cc(C(=O)NCC3CCCO3)c3ccccc3n2)cc1 (configuration not stated) | 16 | 1.1 | 5 | -0.2 | -16 | -1 | 105 | -8 | 1.0 | 120
CCOc1ccc(-c2nc[nH]c2[N+](=O)[O-])cc1 | 1 | 1.1 | 10 | 0.1 | 2 | -1 | 104 | -2 | -0.3 | 102
COc1ccc(C2CC(c3ccccc3)=NN2C(=O)c2ccc(Cl)c([N+](=O)[O-])c2)cc1 (configuration not stated) | -3 | 0.97 | -5 | 1.9 | -3 | 0 | 97 | 4 | -0.4 | 103
NS(=O)(=O)c1ccc(CCNC(=O)COC(=O)C2CCCN2C(=O)c2cccs2)cc1 (configuration not stated) | -11 | 0.9 | -7 | 1.2 | 15 | -2 | 94 | 6 | -0.2 | 91
CCC(=O)Nc1ccc(C(=O)n2ccc(C)n2)cc1 | 0 | 1.2 | -2 | 3.4 | 4 | -6 | 97 | 4 | -0.1 | 102
O=C1c2cccc(OCC(=O)N3CCCc4ccccc43)c2CCN1Cc1ccccc1 | 2 | 0.63 | 5 | 3.9 | -5 | -1 | 96 | 4 | -0.3 | 107
O=C(CN1C(=O)/C(=C\c2cccc(Cl)c2)Oc2ccccc21)N1CCN(c2ccccn2)CC1 | -11 | 0.95 | 4 | 0.1 | -9 | -4 | 100 | 2 | -0.2 | 112
CCOc1ccc(-n2c(=O)[nH]c3sc4c(c3c2=O)CCCC4)cc1 | -5 | 1.2 | 4 | -1.0 | 2 | 2 | 100 | 1 | -0.2 | 99
Cc1ccc(C2CC(=O)Oc3cc(O)ccc32)cc1 (configuration not stated) | 1 | 1.4 | 4 | 0.2 | 2 | 4 | 104 | -4 | -0.1 | 96
C#CCOCCOCCOCCNc1nc(N2CCN(C(=O)[C@H]([C@@H](C)CC)n3cc([C@@H](N)CC(C)C)nn3)CC2)nc(N2CCN(C(=O)[C@H](Cc3cc4ccccc4[nH]3)n3cc([C@@H](N)Cc4ccc(O)cc4)nn3)CC2)n1 | -11 | 1.1 | -18 | -0.6 | . | 8 | 98 | 3 | 0.0 | .
CCOc1ccccc1CNC(=O)C1CCC(=O)N1C(C)C (configuration not stated) | -12 | 1.3 | -6 | -0.3 | 0 | -1 | 101 | -1 | -0.1 | 104
COCCN(C(=S)Nc1cc(C)cc(C)c1)C(C)c1cccnc1 (configuration not stated) | -4 | 0.81 | -1 | 0.1 | -8 | 0 | 103 | -3 | -0.1 | 105
Cc1cc(C(=O)Nc2c(C)nn(Cc3ccc(Cl)cc3)c2C)no1 | 5 | 0.99 | -14 | -0.2 | 12 | 2 | 99 | -1 | -0.2 | 97
COC(=O)C1=C(N)OC2=C(C(=O)CC(C)(C)C2)C1c1ccccc1OC (configuration not stated) | 3 | 1.2 | 12 | 0.9 | 5 | -4 | 107 | -9 | -0.4 | 99
CCc1nnc(NS(=O)(=O)c2ccc(NC(=S)NC(=O)c3ccc(Br)cc3)cc2)s1 | -3 | 1.1 | -17 | -0.2 | 10 | -9 | 90 | 11 | -0.1 | 90
O=C(c1cc(Sc2cccc(Cl)c2)nc2ccccc12)N1CCN(c2ccccn2)CC1 | 19 | 0.82 | -13 | -0.2 | 0 | 2 | 95 | 7 | -0.3 | 104
CCOC(=O)c1c(C)[nH]c(C=Nc2ccccc2)c1O | 7 | 1.1 | 14 | 0.3 | 12 | -3 | 105 | -6 | -0.2 | 90
Cc1cc(C)c2c(n1)sc1c(=O)n(-c3ccccc3)c(=O)[nH]c12 | -3 | 1.3 | 14 | -1.2 | 1 | -1 | 98 | 2 | -0.2 | 98

2 consecutive entries out of the list so far:
SMILES | APP 5'UTR act | NF-kB expr up | TLR4 MyD88 comp | DTT redox prof | STAT3 blocker | Efa HMGR inh | STAT1 activator | STAT1 inh | Hsp70 activator | STAT3 activator
COc1ccc(C2CC(c3ccccc3)=NN2C(=O)c2ccc(Cl)c([N+](=O)[O-])c2)cc1 (configuration not stated) | -3 | 0.97 | -5 | 1.9 | -3 | 0 | 97 | 4 | -0.4 | 103
NS(=O)(=O)c1ccc(CCNC(=O)COC(=O)C2CCCN2C(=O)c2cccs2)cc1 (configuration not stated) | -11 | 0.9 | -7 | 1.2 | 15 | -2 | 94 | 6 | -0.2 | 91

Following part
SMILES | APP 5'UTR act | NF-kB expr up | TLR4 MyD88 comp | DTT redox prof | STAT3 blocker | Efa HMGR inh | STAT1 activator | STAT1 inh | Hsp70 activator | STAT3 activator
CCN1CCN(c2nc(SC)nc3sc4c(c23)CC(C)(C)OC4)CC1 | -25 | 0.95 | -3 | -0.8 | 25 | 0 | 94 | 7 | -0.3 | 84
O=C(Nc1cnn(C23CC4CC(CC(C4)C2)C3)c1)c1cnn2c(C(F)(F)F)cc(-c3ccco3)nc12 | -16 | 0.56 | -6 | 1.4 | 6 | -1 | 92 | 9 | -0.2 | 99
COc1ccc(C2C(C(=O)Nc3ccc4c(c3)OCCO4)c3ccccc3C(=O)N2C)cc1 (configuration not stated) | 11 | 0.94 | 3 | 0.3 | 7 | -1 | 100 | 0 | -0.5 | 98
Cc1nnc(NC(=O)CSc2nc3c(c(=O)n2C)SC(C)C3)s1 (configuration not stated) | 5 | 1.1 | -2 | -0.4 | 9 | 3 | 95 | 6 | -0.2 | 96
Cc1cccc(OCC(=O)Nc2ccc3c4c(cccc24)CC3)c1C | 7 | 0.91 | 9 | -0.2 | 2 | -2 | 95 | 6 | -0.3 | 102
COc1ccc(NC(C)=O)cc1NC(=O)CN1CCN(CC(=O)Nc2ccc(Cl)cc2)CC1 | -3 | 1.1 | -5 | 0.5 | -13 | -1 | 101 | -2 | 0.1 | 115
CCOC(=O)c1cccc(NC(=O)CN2C(=O)C3C4C=CC(C4)C3C2=O)c1 (configuration not stated) | 5 | 0.93 | -2 | -0.3 | 12 | -7 | 91 | 10 | -0.2 | 94
COc1ccc(C2SCC(=O)N2C)cc1 (configuration not stated) | -4 | 0.95 | 2 | 0.1 | 5 | -6 | 98 | 2 | -0.3 | 100
Cc1cc(=O)[nH]c(SCCOc2ccc3c(c2)CCC3)n1 | -39 | 1 | 3 | 2.2 | -6 | -19 | 107 | -9 | 0.1 | 107
Cc1ccc(NC(=O)CN2C(=O)S/C(=C\C(=O)Nc3ccc(Cl)cc3)C2=O)cc1 | 11 | 1.3 | -14 | 0.1 | 2 | -7 | 98 | 3 | 0.0 | 98
O=C(NC1(C(F)(F)F)NC(=O)N(CC2CCCCC2)C1=O)c1ccco1 (configuration not stated) | -10 | 0.87 | 15 | 0.1 | 4 | 0 | 101 | -1 | 0.3 | 101
CC(=O)N1CCC(N(CCN2CCOCC2)C(=S)Nc2ccc(C)cc2)CC1 | -8 | 1.4 | 6 | -1.5 | -3 | -3 | 97 | 2 | -0.3 | 105
CC(C(=O)NCC1CCCCC1)N1CCN(S(=O)(=O)c2ccccc2F)CC1 (configuration not stated) | 9 | 1.1 | -1 | -2.2 | -10 | -3 | 100 | -1 | 0.1 | 109
CCN(CC(=O)Nc1cccc(OC)c1)C(=O)C1CCN(C(=O)Nc2ccccc2)CC1 | 4 | 0.82 | 1 | 0.7 | 8 | 0 | 100 | 0 | -0.3 | 102
CC(C)(C)NCCOc1ccc(Br)cc1 | -15 | 1 | -5 | 0.1 | 9 | 1 | 101 | -1 | -0.5 | 98
CCCCOCCCNC(=O)c1ccccc1OCC | 25 | 1.1 | 2 | -0.3 | 20 | 3 | 108 | -10 | -0.4 | 87
Cc1ccccc1OCC(O)Cn1c(SC(C)C)nc2c1c(=O)[nH]c(=O)n2C (configuration not stated) | 23 | 0.58 | -6 | -1.5 | 15 | -1 | 74 | 27 | -0.3 | 93
COc1ccc(N2CCN(C(=O)c3cccc(F)c3)CC2)c([N+](=O)[O-])c1 | 20 | 1.2 | -2 | -0.5 | 5 | -3 | 92 | 6 | -0.3 | 98
COc1ccc(Cc2nnc(N/N=C/c3ccc(O)cc3O)[nH]c2=O)cc1OC | -8 | 1.3 | -9 | 0.3 | 5 | 3 | 104 | -4 | 0.0 | 97
Cc1nc2c(oc3ccccc32)c(=O)o1 | 23 | 1.3 | 7 | -0.3 | -88 | -3 | 102 | -2 | 0.0 | 174*
CC(=O)Nc1ccc(S(=O)(=O)N2CCC(NC(=O)C(Cc3cccn3C)NC(C)=O)CC2)cc1 (configuration not stated) | 0 | 1.2 | -16 | 1.0 | 8 | -1 | 98 | 2 | -0.2 | 98
COc1ccc(/C=C2\CCCC(C(=O)C(F)(F)F)=C2O)cc1 | -7 | 2.1 | 3 | 0.1 | 0 | -2 | 102 | -2 | -0.4 | 100
Cc1cc2c(c(=O)n1CC1CCCO1)C(c1ccco1)C(C#N)=C(N)O2 (configuration not stated) | 13 | 0.87 | -5 | -0.1 | 0 | 5 | 99 | 1 | -0.3 | 102
COc1ccccc1OCC(=O)/C=C1/N(C)c2ccccc2C1(C)C | 7 | 1 | -7 | 0.0 | 17 | -2 | 85 | 15 | -0.3 | 92
O=C(O)CSc1cccc2cccnc12 | 10&-4 | 1&1 | -5&7 | -0.6&0.3 | 6&6 | -3&-1 | 94&105 | 7&-6 | -0.3&0.0 | 99&101
COc1ccc(CC(=O)Nc2ccc3c(c2)CCC3)cc1OC | 3 | 0.6 | 11 | 0.0 | 37 | 2 | 88 | 13 | -0.5 | 68
